# aSyn tox rescue: rescues yeast growth from alpha-synuclein toxicity. S. cerevisiae alpha-synuclein toxicity rescue, BacTiter-Glo growth, 24 h. Potency, µM (top dose mostly 46.1 µM), for inactives: at the top dose growth rescue (activation), actives largely listed as activators. actives 0.02% (n = 94,000). AID 1347070; active means well fitted activation curve with a large enough effect; inconclusive means small, poorly fitted or top-dose-only effect; further: 0% is about no effect
#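 Growth restoration measured by BacTiter-Glo luminescence after 24 hr at 30 deg C; alpha-synuclein yeast, raffinose-pregrown to mid-log, were added at OD600=0.02 in galactose medium onto pinned compounds.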
# * marks the source's active call; other numbers are inactive results; ? = inconclusive; [ ] = dose if it differs, or a comment. Potency means the concentration at half of the fitted maximal effect. These rows are one share of the data, so the mix of outcomes need not match the whole.
compound | aSyn tox rescue
Cn1cccc1Cc1nnc(SCC(=O)N2CCCC2)n1CCc1ccccc1 | -11%
CC(NC(=O)C1CCCCC1)C(c1cccs1)N1CCOCC1 (configuration not stated) | 4%
CCOc1ccc(NC(=O)CSc2nnc3c(C)cc4ccccc4n23)cc1 | -3%
C[C@H]1CN([C@@H](C)CO)C(=O)CCCn2nncc2CO[C@@H]1CN(C)C(=O)Nc1ccc2c(c1)OCO2 | -2%
Cc1cc2ccccc2n1-c1ccc(C(=O)N2CCCCC2)s1 | 14%
Cc1ccc(N(CC(=O)NCc2ccccc2)C(=O)CCC(=O)Nc2nccs2)cc1 | -11%
CCOc1ccccc1NC(=O)CC1(CC(=O)N2CCOCC2)CCCC1 | 4%
COc1cccc(N2CC(NC(=O)c3ccc(S(=O)(=O)N4CCCC4)cc3)CC2=O)c1 (configuration not stated) | -2%
C[C@@H]1CCCCO[C@H](CN(C)C(=O)Cc2ccccc2)[C@@H](C)CN([C@H](C)CO)C(=O)c2cc(N(C)C)ccc2O1 | 5%
CCc1nn(CC(=O)N2CCCCC2)c(=O)c2cc3occc3n12 | -5%
Cc1nc(/C=C\C(=O)O)c2cc(C)oc2n1 | 6%
Cc1cc(Nc2ccc(C(C)C)cc2)nc(-n2nc(C)cc2C)n1 | 5%
O=C(CSc1n[nH]c(-c2ccccc2)n1)NCCc1ccccc1 | 1%
O=C(NCCN1C(=O)S/C(=C\c2cccnc2)C1=O)c1cc(S(=O)(=O)N2CCOCC2)ccc1F | 0%
O=C(Nc1nccs1)c1cc2cc(Cl)ccc2oc1=O | -8%
CCC(=O)N1CCc2cc(S(=O)(=O)CCC(=O)N(C)c3ccc(OC)cc3)ccc21 | -3%
COc1ccc2c(CNCc3cccs3)c(C(=O)O)n(Cc3ccccc3F)c2c1 | 4%
COc1ccc(CCNC(=O)c2ccc3c(c2)CCN3S(=O)(=O)c2ccc(C)cc2)cc1OC | 4%
O=C(NC(=S)Nc1ncc(Br)cc1Br)c1ccccc1 | 0%
O=C(/C=C/c1cccs1)c1ccc([N+](=O)[O-])cc1 | 3%
O=C(Nc1ccc(S(=O)(=O)N2CCCC2)cc1)C1CC(=O)N(CCc2ccccc2)C1 (configuration not stated) | -4%
Cc1ccc(C)c(NC(=O)Cn2c(=O)nc(-c3ccccc3)c3ccccc32)c1 | -7%
CCOC(=O)C1(C(=O)OCC)C(c2ccccc2)CC(O)N1C(C)=O (configuration not stated) | 8%
COc1cc(C(=O)Nc2ccc(C#N)cc2)c([N+](=O)[O-])cc1OC | -3%
COc1cc(-c2nnc(SCCOc3ccc(Cl)cc3)o2)cc(OC)c1OC | -5%
c1ccc(Cn2nnc3c(NCC4CC4)ncnc32)cc1 | 0%
Cc1csc(NC(=O)CSc2ncc(-c3ccccc3)[nH]2)n1 | 0%
Cc1ccc(C(=O)O)cc1-n1c(C)ccc1-c1ccccc1 | -46%[inhibitor]
CCOc1ccc(C(C)=O)cc1COc1cccnc1[N+](=O)[O-] | 0%
CC(=Nc1ccccc1C(F)(F)F)c1ccncc1 | -4%
CCc1ccccc1NS(=O)(=O)c1ccc2oc(=O)c3ncn(C)c3c2c1 | -9%
Cc1cccc(-n2cnc3cc(C(=O)NCCN4CCOCC4)ccc32)c1 | 11%
COC(=O)c1cc(NC(=O)Cc2cc(OC)c(OC)c(OC)c2)cc(C(=O)OC)c1 | -10%
Brc1ccccc1CN1CCN(Cc2c[nH]c3ccccc23)CC1 | 5%
O=C1CCc2cc(S(=O)(=O)Nc3ccc(F)cc3)cc3c2N1CC3 | 7%
Clc1cccc(CSc2nncn3c2cc2sccc23)c1 | 6%
Cc1cccc(NC(c2ccccc2C)c2ccc3ccc(C)nc3c2O)n1 (configuration not stated) | ?
O=C(c1cccs1)N1C[C@H](O)[C@@H](n2cc(C3CC3)nn2)C[C@@H]1c1ccccc1 | -6%
Cc1ccccc1NC(=O)Cn1c(=O)n(Cc2ccccc2)c(=O)c2sc3ccccc3c21 | 7%
CCOC(=O)c1cc(NC(=O)c2ccc(Cl)cc2)c(=O)n2c1oc1ccccc12 | 6%
COC(=O)CCCN=C1SCCN1Cc1ccccc1 | 1%
Cc1ccc(-n2ncc(C(=O)NCc3ccco3)c2C2CCN(C(=O)OC(C)(C)C)CC2)cc1C | 2%
O=C(c1ccccc1Cl)N1CCCCC1CCN1CCCCC1 (configuration not stated) | 0%
CCOC(=O)c1cc(S(=O)(=O)NCc2cccc(Cl)c2)[nH]n1 | 3%
COc1ccc(-n2nc(C(=O)NCC(=O)NCCCN3CC(C)CC(C)C3)c3ccccc3c2=O)cc1 (configuration not stated) | 1%
CCCn1c(=N)c(C(=O)NCc2ccco2)cc2c(=O)n3cc(C)ccc3nc21 | 9%
CCOC(=O)c1ccc(NC(=O)Cn2nc(C)c3nn(-c4ccc(Cl)cc4)c(C)c3c2=O)cc1 | -7%
O=C(CC1N=C2c3ccccc3N=C(SCc3cccc(F)c3)N2C1=O)NCc1cccs1 (configuration not stated) | ?
O=C(NCCS(=O)(=O)N1CCN(c2ccc(F)cc2)CC1)c1cc(=O)c2ccccc2o1 | 3%
C[C@H]1CN([C@@H](C)CO)S(=O)(=O)c2ccc(C#Cc3cccnc3)cc2O[C@@H]1CN(C)C(=O)Nc1ccc2c(c1)OCO2 | -10%
N#CC1=C2SCN(Cc3ccco3)CN2C(=O)CC1c1c(F)cccc1Cl (configuration not stated) | 5%
CC(=O)Nc1ccc(NC(=O)C(C)OC(=O)CCCc2c[nH]c3ccccc23)cc1 (configuration not stated) | 0%
Cn1ccsc1=NC(=O)c1ccc(S(C)(=O)=O)cc1 | -1%
COc1ccc2c(c1)cc1c(=O)n(CC(=O)NC(C)CCc3ccccc3)nc(C)n12 (configuration not stated) | -5%
O=[N+]([O-])c1cccc(/C=N/n2cnnc2)c1O | 2%
COc1ccccc1-c1ccnc2[nH]n(-c3ccccc3)c(=O)c12 | -10%
COc1cc(/C=N/NC(=O)c2ccc(CSc3nc4ccccc4[nH]3)cc2)ccc1O | -1%
O=C(CSc1cn(Cc2cccc(F)c2)c2ccccc12)NCc1ccc(F)cc1 | -2%
CS(=O)(=O)c1ccc(N2CCN(c3ccccn3)CC2)c([N+](=O)[O-])c1 | 0%
Cc1ccc2c(Cl)c(C(=O)NCCCN3CCOCC3)sc2c1 | 2%

# Looked up by compound from the list above, 3 records:
compound | aSyn tox rescue
C[C@H]1CN([C@@H](C)CO)S(=O)(=O)c2ccc(C#Cc3cccnc3)cc2O[C@@H]1CN(C)C(=O)Nc1ccc2c(c1)OCO2 | -10%
O=C(CC1N=C2c3ccccc3N=C(SCc3cccc(F)c3)N2C1=O)NCc1cccs1 (configuration not stated) | ?
CCCn1c(=N)c(C(=O)NCc2ccco2)cc2c(=O)n3cc(C)ccc3nc21 | 9%

# The list goes on.
compound | aSyn tox rescue
CCc1nnc(NC(=O)CSc2nccn2Cc2ccccc2)s1 | -2%
CN(C)c1ccc(C(=O)NNC(=O)Nc2ccccc2)cc1 | -1%
COc1ccc(CNC(=O)CCn2nc(C)c3c(C)n(-c4ccccc4)nc3c2=O)c(OC)c1 | 2%
Cc1cccc(NC(=O)CSc2nc(=O)n(Cc3ccncc3)c3c2CCC3)c1C | -4%
CCC(C)n1c(=O)c2sccc2n2c(CCCC(=O)NCc3ccccc3Cl)nnc12 (configuration not stated) | 5%
Cc1ccc(S(=O)(=O)c2nc(-c3ccccc3)oc2N2CCCCCC2)cc1 | -3%
O=C(O)c1cccc(NS(=O)(=O)c2ccc3c(c2)C(=O)c2ccccc2C3=O)c1 | -6%
COc1cc(Cl)c(C)cc1NC(=O)CN1CCN(C(=O)c2cccs2)CC1 | 8%
CCOC(=O)c1scc(-c2ccccc2)c1S(=O)(=O)N1CCN(c2ccccc2OC)CC1 | 5%
Cc1nn(CC(=O)Nc2ccccc2C(F)(F)F)c(=O)c2cccn12 | 6%
O=C(CSC1CS(=O)(=O)c2cc([N+](=O)[O-])ccc21)NNC(=O)c1ccccc1 (configuration not stated) | -1%
O=C(Cn1c(=O)oc2ccccc21)NCc1ccccc1Cl | 1%
O=C(NCCc1ccc2c(c1)OCCO2)c1cc(S(=O)(=O)N2CCCC2)ccc1Cl | -2%
O=c1c2ccccc2n2c(-c3ccc(F)c(F)c3)nnc2n1CCc1ccccc1 | -9%
O=[N+]([O-])c1cccnc1Oc1cc(Cl)c(Cl)cc1Cl | 11%
CC(C)(C)c1ccc(OCC(=O)Nc2c(C(=O)c3ccc(F)cc3)oc3ccccc23)cc1 | 4%
COc1ccc(OC)c(NC(=O)CSc2nnc3ccc(-c4ccncc4)nn23)c1 | -2%
Cc1ccc(S(=O)(=O)N(C)c2ccc(C(=O)Nc3ccc(C)cn3)cc2)cc1 | 9%
CCn1c(=O)cc(OCC(=O)N2CCN(c3ccc(OC)cc3)CC2)c2ccccc21 | 3%
Cc1ccc(-c2noc(-c3nnn(CC(=O)Nc4ccc(C)cc4Cl)c3N)n2)cc1 | 2%

# Taken from the entries so far for reference:
compound | aSyn tox rescue
COc1ccc2c(c1)cc1c(=O)n(CC(=O)NC(C)CCc3ccccc3)nc(C)n12 (configuration not stated) | -5%
O=[N+]([O-])c1cccc(/C=N/n2cnnc2)c1O | 2%
COc1ccccc1-c1ccnc2[nH]n(-c3ccccc3)c(=O)c12 | -10%

# More entries
compound | aSyn tox rescue
COc1cccc(NC(=O)c2ccc3c(=O)n4nc(Nc5ccccc5OC)sc4nc3c2)c1 | 2%
O=C(Cn1c(=O)n(-c2cccc(Cl)c2)c(=O)c2sc3ccccc3c21)NC1CCCCC1 | -12%
CCc1cccc(C)c1NC(=O)CCCn1c(C)c2cnn(-c3ccccc3)c(=O)c2c1C | -6%
Cc1ccc(NC(=O)c2sc3ccccc3c2Cl)cc1 | -15%
Cn1c(=NC(=O)C2CC2)sc2cccc(F)c21 | -2%
Cc1noc(C)c1CSCC(=O)Nc1cc(S(=O)(=O)N2CCCCC2)ccc1OC(C)C | 10%
Cc1ccc2oc(-c3cccc(NC(=O)c4sc5c([N+](=O)[O-])cccc5c4Cl)c3)nc2c1 | -6%
Nc1c(C(=O)Nc2ccc(Cl)cc2F)sc2nc(-c3cccs3)ccc12 | -4%
O=C(c1cnn(-c2ccc(F)cc2)c1-n1cccc1)N1CCN(c2ccccc2)CC1 | 3%
Cc1ccc(-c2nnc(Nc3ccccc3)c3ccccc23)cc1S(=O)(=O)NCc1nc2ccccc2[nH]1 | 6%
CCCCn1c(N)c(N(CCOC)C(=O)C(C)Oc2ccc(Cl)cc2)c(=O)[nH]c1=O (configuration not stated) | -8%
COc1ccc(C2CC(c3cccs3)=NN2C(=O)CSC2=NN3CCCC(=O)N=C3S2)cc1 (configuration not stated) | 1%
COc1ccc(N(CC(=O)NCc2ccc(F)cc2)S(=O)(=O)c2c(C)noc2C)cc1 | 3%
CCCCC(=O)Nc1ccc(C(=O)NNC(=O)c2ccc(C)c(Br)c2)cc1 | 12%
CN(C)S(=O)(=O)c1cccc(C(=O)NCC2(N3CCOCC3)CCCCC2)c1 | 6%
CC(=O)Nc1nc(-c2ccc3c(c2)CC(C)N3C(=O)C2CC2)c(C)s1 (configuration not stated) | 9%
COc1cccc(C(=O)Nc2ccccc2C(=O)OCc2cc(=O)n3nc(C)sc3n2)c1 | 2%
Cc1ccc(CN2CCNC(=O)C2CC(=O)NCCCn2nnc3ccccc32)cc1 (configuration not stated) | 1%
COc1ccc(N2CCN(C(c3ccccc3)c3sc4nc(C)nn4c3O)CC2)cc1 (configuration not stated) | -8%
Cn1cccc1-c1cc2n(n1)CCC(=O)N2CCCC(=O)NCc1cccc(Cl)c1 | 3%
CCOC(=O)c1c(NC(=O)COc2cccc(C(F)(F)F)c2)sc2c1CCC(C)C2 (configuration not stated) | 6%
COC(=O)c1ccc(NC(=O)CSc2nccn2Cc2ccc(Cl)cc2)cc1 | 13%
COc1ccc(NC(=O)C2CCN(C3=NS(=O)(=O)C(c4ccc(C)c(C)c4)=C3C)CC2)cc1OC | -1%
CCCCOc1ccc(C(=O)N2CCC(c3nc4ccccc4o3)CC2)cc1 | 14%
CCCOC(=O)C1=C(C)NC(=O)NC1c1ccc(Br)s1 (configuration not stated) | -13%
Cc1ccc2nc(COc3ccccc3NC(=O)c3ccc(F)cc3)cc(=O)n2c1 | 3%
COc1ccccc1C1C(C(=O)N2CCCCC2)=C(C)Nc2nc3ccccc3n21 (configuration not stated) | -7%
CCN1C(=O)[C@H]2[C@@H](c3ccc(C)cc3)N[C@]3(CCCN(CCC(C)C)C3=O)[C@H]2C1=O | -6%
COC(=O)c1ccc(NC(=O)CSc2nnc(-c3ccccc3Br)n2-c2ccccc2)cc1 | -3%
Cc1cc(Br)ccc1NC(=O)c1coc(=O)c2ccccc12 | -10%
COc1cccc(-n2ccnc2SCC(=O)Nc2c(C)cc(C)cc2C)c1 | 2%
CCc1ccc(NC(=O)Cn2ncc3c4ccccc4n(C)c3c2=O)cc1 | 1%
COC(=O)c1ccc(/C=C/C(=O)O)cc1 | -4%
CN1C(=O)NC(NS(=O)(=O)c2ccc(N)cc2)(C(F)(F)F)C1=O (configuration not stated) | -4%
COc1ccccc1N1C(=S)N=C(Nc2c(C)cccc2C)C12CCCC2 | 7%
COc1ccc(-c2cn3cccnc3n2)cc1NC(=O)Nc1cc(C)ccc1C | 3%
O=C(O)C1Sc2[nH]c(=O)sc2C2c3cc(Br)ccc3OC(=O)C12 (configuration not stated) | -1%
CC12CN(NC(=O)c3ccccc3F)C3(C#N)CC1CCC23C (configuration not stated) | 0%
COc1ccc(CCNC(=O)c2cc(-c3ccc(C)c(C)c3)nc3ccccc23)cc1OC | -40%[inhibitor]

# Source: PubChem BioAssay (National Center for Advancing Translational Sciences (NCATS))
